Source: PubChem BioAssay (Broad Institute)
CFTR F508del cor: CFTR F508del correction in bronchial cells. CFBE cells, YFP halide quenching; stimulated with forskolin plus potentiator P3; % fluorescence drop versus neutral controls. activity (quench increase), % at 7.58 µM. hit rate 0.36% among 350,000. AID 720511;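 active = mean added fluorescence quench of at least 8% versus neutral control, with both replicates also reaching 8%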;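 also: cells transiently co-express mutant CFTR-F508del with the halide-sensitive YFP; corrector assay measuring rescue of mutant channel to the surface after 24 h compound exposure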
miR-122 sensor: blocks miR-122 activity in Huh7 sensor cells; hit rate 0.3% among 340,000; activation (reporter increase), % at 12.5 µM; Huh7 miR-122 Renilla luciferase sensor, 48 h; neutral wells = 0, positive control = 100;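 active = mean replicate activation score at least 90 and every replicate individually at or above 90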;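 also: higher luciferase means less miR-122 activity so hits act as miR-122 inhibitors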
PglD DTNB: blocks C. jejuni PglD acetyltransferase activity | purified PglD enzyme, DTNB colorimetric CoA detection | inhibition, % at 12.5 µM | hit rate 0.098% among 360,000; in the data active = inhibition above about 16%, passing the limit was not always enough; also: strong numbers were not always called active
Cneo AK release: Cryptococcus neoformans lysis via adenylate kinase release | AID 651654 | C. neoformans lysis, adenylate kinase release luminescence, 4 h; normalised: neutral wells 0, clomiphene wells 100 | lysis activity, % at 15 µM | hit rate 0.2% among 360,000;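 active = mean lysis activity across replicates of at least 80%, whatever share of replicates individually reach that level; inactive = mean lysis activity below 80%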
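Signal: Adenylate kinase release luminescence | Assay system: Log-phase Cryptococcus neoformans yeast cells | Input: Cells at 5 × 10^6 per mL | Buffer or medium: Fresh YPD growth medium | Compound: Single dose | Schedule: Static 4 h at 37 °C with compound, 1 h detection | Controls: Clomiphene | Read-out: Luminescence rise reflecting yeast cell lysis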
C2C12 statin: protects C2C12 myotubes from simvastatin toxicity; ATP luminescence, 48 h; scaled: DMSO 0, geranylgeraniol control 100; rescue of ATP level, % at 7.49 µM; hit rate 0.78% among 330,000;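 active = mean ATP rescue above about 67%, or every replicate alone reaching that limit, limit read from the data, passing the limit was not always enough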;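 also: myotubes were challenged with 10 µM simvastatin during compound exposure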
PGC1a acetyl inh: modulators of PGC1a acetylation; hit rate 0.17% among 350,000; U2OS PGC1a acetylation, AlphaScreen anti-acetyl-lysine; with virally co-expressed GCN5 acetyltransferase; inhibition, % at 15.6 µM;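 active = every replicate shows inhibition of at least 40%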;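 also: 0% = neutral control wells and 100% = positive control wells; some results beyond the cut were filed as inactive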
FN deposit inh: fibronectin deposition inhibition | inhibition, % at 12.6 µM | AH1F fibroblasts, Alexa488-fibronectin deposition fluorescence, overnight | hit rate 0.086% among 350,000;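 active = mean inhibition across replicates of 30% or more, regardless of how many single replicates reach that level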;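 also: positive control wells lacked labelled fibronectin entirely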
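Material: AH1F fibroblast monolayer depositing Alexa488-labelled fibronectin into matrix / Amount: 10000 AH1F cells per well / Signal: fluorescence 485/525 nm / Medium: DMEM, 2% serum / Compound: single dose, pinned / Incubation: 1 h cell adhesion before compound, then overnight fibronectin incubation / Reagent: Alexa488-FN, 24 nM final / Read-out: inhibition of fibronectin deposition signal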
INS-1E GSIS act: GLuc luminescence reporter in INS-1E cells, primary screen for activators of glucose-dependent secretion of insulin; activation, % at 16.6 µM; hit rate 0.61% among 370,000; INS-1E GLuc reporter insulin secretion, 2-3 h;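 active = lowest replicate activation of at least 40%, so every replicate reaches that level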;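 also: 0% = median of neutral control wells and 100% = median of IBMX positive control wells; some compounds called inactive have numbers as strong as hits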
The depositor's hits bear a star; / = not tested or not shown; & = joins results of further samples; [ ] = remark or other dose. These rows are one share of the data. The share of hits here may be higher or lower than overall.

SMILES | CFTR F508del cor | miR-122 sensor | PglD DTNB | Cneo AK release | C2C12 statin | PGC1a acetyl inh | FN deposit inh | INS-1E GSIS act
O=C1CC(=O)N(c2ccc(Cl)cc2)C(=O)N1 | 0.7 | 3.5 | -1.3 | -1.0 | -2.1 | 7.3 | -4.2 | -1.9
CN1CCCN(C(=O)COc2ccccc2Br)CC1 | 1.5 | 6.6 | -3.0 | 0.6 | 10.0 | 1.4 | -1.3 | 11.1
c1cncc(C2CCCCN2)c1 (centres undefined) | 3.1 | -4.7 | -5.9 | -0.2 | 14.3 | -0.9 | / | 0.8
CO[C@H]1[C@@H](OC)CC(OC2OC(CO)C(O)C(O)C2O)/C(=C\C#N)[C@@H]1O (some centres undefined) | 1.4 | -5.1 | -0.9 | 1.5 | 1.2 | -6.6 | -4.2 | -3.9
O=C1NC(=O)C(CCc2ccncc2)(Cc2cccc(Cl)c2Cl)C(=O)N1c1ccc(Br)cc1 (centres undefined) | / | 491.1* | -2.5 | 11.1 | / | / | 7.2 | -10.3
COc1ccc(-n2nc(C(=O)NCC(=O)N3CCC4(CC3)OCCO4)c3ccccc3c2=O)c(OC)c1 | -1.4 | -3.5 | 12.2 | -4.1 | 0.2 | -9.1 | 0.4 | 5.5
CS(=O)(=O)c1ccc(C2=C(CNC(=O)c3nccs3)[C@H]3CC[C@@H](C2)N3CCOc2ccccc2)cc1 | -1.1 | -4.0 | -0.4 | 1.7 | 3.3 | 1.5 | -1.5 | -10.5
COC(=O)[C@H]1[C@H](CO)[C@H]2Cn3c(ccc(-c4cccnc4)c3=O)[C@@H]1N2CCc1ccccc1 | 0.2 | 3.2[16.7 µM] | 0.8 | 0.8 | -53.9 | / | / | -7.0
C/C=C/c1ccc([C@@H]2[C@H](CO)N3CCCCN(C(=O)Cc4cccnc4)C[C@@H]23)cc1 | 0.5 | 1.9[16.7 µM] | -1.4 | 1.2 | 5.0 | 5.5 | -0.1 | 6.0
COc1ccccc1/C=C1/C(=N/O)C2CCN1CC2 | / | -0.7 | 1.6 | 0.5 | -22.8 | -11.5 | / | /
COC(=O)[C@@H]1[C@@H](CO)[C@@H]2Cn3c(ccc(C4=CCCCC4)c3=O)[C@H]1N2CCc1ccccc1 | 0.8 | -1.7[16.7 µM] | -3.2 | 3.3 | 44.5 | / | / | -4.6
COC(=O)C1=C(c2ccccc2OCc2ccccc2)C[C@@H]2CC[C@H]1N2C(=O)NCc1ccc(C(C)(C)C)cc1 | -3.0 | / | 2.2 | -1.1 | 7.0 | / | -6.0 | 0.6
C[C@]12CCC(=O)CC1CCC1C2CC[C@]2(C)C(OC(=O)CCC(=O)O)CCC12 (some centres undefined) | 2.7 | / | -6.6 | 0.3 | 19.1 | / | 19.6 | -21.1
CC(=O)c1cccc(OCC(=O)N2CCN(CC(=O)Nc3cccc(F)c3)CC2)c1 | -1.0 | -4.5 | 5.6 | 0.1 | 6.1 | 1.9 | 5.2 | -8.3
O=C1NC2NC(=O)N([N+](=O)[O-])C2N1 (centres undefined) | 0.1 | 1.1 | 2.0 | -1.7 | / | -1.7 | 2.4 | -4.6
CC=Cc1ccc2n(c1=O)C[C@H]1[C@H](CO)[C@@H](C(=O)OC)[C@@H]2N1C(=O)CC1CC1 (mixture of isomers) | 2.8 | -2.6[16.7 µM] | 0.1 | 50.5 | 13.8 | -1.1 | / | 6.0
COc1ccc(-c2ccc([C@H]3[C@H](CO)N4CCCCN(C(=O)Cc5ccccc5)C[C@@H]34)cc2)cc1 | -5.4 | -9.5[16.7 µM] | 3.7 | 2.3 | / | -19.5 | / | 3.2
CCCC(C)C1(CC)C(=O)NC(=Nc2ccc(F)cc2)NC1=O (centres undefined) | / | 5.0 | -2.7 | 1.8 | 8.6 | -0.7 | / | -6.6
COC(=O)C(O)(c1ccc2c(c1)CCCN2)C(F)(F)F (centres undefined) | 1.6 | -4.2 | / | / | 2.6 | / | / | 23.5
COc1ccc(CCNCc2sccc2C)cc1 | 1.5 | / | -3.9 | 0.8 | 18.8 | / | -1.3 | 17.7
Cc1ccc(Cn2nc(C(=O)Nc3ccc(Br)cc3)cc2C)cc1 | -3.6 | -26.2 | 1.1 | -1.8 | 12.0 | -15.1 | -0.8 | -41.6
CC(=O)N(C1=NCCCS1)c1ccccc1F | / | -6.5 | -7.1 | 1.3 | 23.2 | 13.9 | -3.7 | -13.9
O=C(C1CCCN(c2nnc(-n3cccc3)s2)C1)N1CCC2(CC1)OCCO2 (centres undefined) | / | -1.1 | -3.4 | 1.8 | / | -2.2 | / | /
COc1ccc(C2=NCC(=O)N(CC(=O)NCc3ccco3)c3sc4c(c32)CCCC4)cc1 | / | / | -3.1 | 1.1 | 27.3 | 0.5 | -5.8 | -35.6
C(#CCN1CCCC1)CN1CCCC1 | -4.4 | -0.8 | 0.3 | -0.2 | -11.3 | 5.8 | -1.4 | 6.7
O=C1NC(=O)C(=Cc2cc(Cl)ccc2OCc2ccc(C(=O)O)cc2)C(=O)N1 | 0.7 | / | / | / | / | -6.9 | 2.2 | 14.7
COC(=O)N(C)c1ccc(C(O)(C(=O)OC)C(F)(F)F)cc1 (centres undefined) | / | -3.5 | -8.8 | 1.6 | / | 9.2 | 2.1 | -11.2
CCOc1ccccc1-n1c(O)c(C=NCCCN(CC)CC)c(=O)[nH]c1=O | / | -3.2 | -5.8 | 3.1 | / | 4.2 | / | /
O=C1/C(=C\c2ccc(Cl)cc2Cl)N2CCC1CC2 | 2.3 | -2.6 | 5.1 | 0.5 | / | -1.3 | 1.5 | -6.0
CCOc1cc(CN2CCN(C(=O)Cc3ccccc3)CC2)ccc1OC | 2.3 | -0.4 | -4.2 | 0.0 | -6.3 | -3.2 | -1.0 | -2.7
CCOP(=S)(OCC)Oc1ccc2c(C)c(Cl)c(=O)oc2c1 | / | 0.4 | 2.7 | -7.4 | -12.3 | -16.9 | 0.9 | /
COc1ccc2c(c1O)-c1c(OC)c(OC)cc3c1[C@H](C2)N(C)CC3 | -1.3 | -5.2 | 4.5 | -1.5 | 12.0 | -5.5 | -4.4 | 4.2
CCN1CCN(c2cc(N3CCCC3)c(F)cc2[N+](=O)[O-])CC1 | / | -5.0 | -1.8 | -3.1 | / | / | / | 20.7
COC(=O)C1=C(c2ccc(OCc3ccccc3)cc2)C[C@@H]2CC[C@H]1N2C(=O)NCc1ccc([N+](=O)[O-])cc1 | -1.2 | -1.8 | -0.1 | -0.3 | -8.1 | 1.4 | 9.7 | -15.8
C[C@@H]1CN([C@@H](C)CO)C(=O)CCCn2cc(nn2)CO[C@@H]1CN(C)C(=O)Oc1ccc2ccccc2c1 | 0.2 | 0.2[16.7 µM] | 8.2 | 7.2 | 15.9 | -1.9 | 7.8 | 5.3
CCOP(=O)(C(NC(=O)c1ccccc1Cl)=C(Cl)Cl)c1ccccc1 (centres undefined) | / | -1.9 | 2.2 | 0.4 | -0.7 | -4.4 | -12.1 | /
NC(=O)c1cn(C2CCCCC2)c2ccccc2c1=O | -2.9 | -8.2 | -3.1 | 1.7 | -8.8 | -5.0 | 0.3 | 37.5
CC(C)OCCCNC(=O)c1c(N)n(Cc2cccs2)c2nc3ccccc3nc12 | / | 11.3 | -9.9 | -3.3 | -23.5 | -14.1 | / | /
CCc1ccc2nc(N3CCC(C(=O)N4CCC5(CC4)OCCO5)CC3)sc2c1 | -0.9 | / | 0.8 | -2.9 | / | 3.6 | -1.9 | -36.1
COc1ccc2c3c1O[C@H]1C(=O)CC[C@H]4[C@@H](C2)N(C)CC[C@]314 | 1.8 | -3.5 | 5.2 | -1.4 | 3.7 | -10.4 | / | 13.8
O=S(=O)(c1ccc(F)cc1)N1CCCCC1c1cccnc1 (centres undefined) | 0.9 | -5.6 | -1.7 | -0.7 | 35.6 | -5.4 | -3.8 | 20.2
CCc1cc(=O)oc2c(C)c(OCC(=O)N3C[C@H]4C[C@@H](C3)c3cccc(=O)n3C4)ccc12 | -3.2 | -2.5 | -5.7 | -0.8 | -12.9 | 6.2 | / | /
COc1ccc(C#Cc2ccc([C@H]3[C@@H](CO)N4CCCCN(C(=O)Cc5ccncc5)C[C@@H]34)cc2)cc1 | -0.5 | 23.5[16.7 µM] | 0.7 | 45.2 | / | 15.7 | / | 20.8
O=C(CN1C(=O)COc2ccccc21)N1CCC2(CC1)OCCO2 | 0.1 | -6.6 | 3.4 | 0.2 | 7.8 | 4.1 | -8.5 | 3.0
O=C(C(=O)N1CCOCC1)c1cn(CCCOc2ccccc2)c2ccccc12 | -3.1 | 0.6 | -0.7 | 0.3 | -0.3 | 1.1 | -5.8 | -0.2
C/C=C/c1ccc(C2[C@@H]3CN(C(=O)C4CC4)C[C@H]2N3)cc1 (some centres undefined) | 0.1&-0.9 | / | / | / | / | 0.8&-13.4 | 1.0&9.6 | 7.1&-2.0
Cc1ccc2nsnc2c1-n1c(C)nc2ccccc2c1=O | / | / | -0.9 | 0.5 | -3.6 | 5.5 | / | -6.1
Clc1cccc(Cl)c1NC1=NCCS1 | -2.7 | -2.5 | 6.9 | 3.8 | 6.3 | -0.8 | 3.0 | -4.4

Grouped by structure, the compounds so far containing a thiophene ring, fused or not
SMILES | CFTR F508del cor | miR-122 sensor | PglD DTNB | Cneo AK release | C2C12 statin | PGC1a acetyl inh | FN deposit inh | INS-1E GSIS act
COc1ccc(CCNCc2sccc2C)cc1 | 1.5 | / | -3.9 | 0.8 | 18.8 | / | -1.3 | 17.7
COc1ccc(C2=NCC(=O)N(CC(=O)NCc3ccco3)c3sc4c(c32)CCCC4)cc1 | / | / | -3.1 | 1.1 | 27.3 | 0.5 | -5.8 | -35.6
CC(C)OCCCNC(=O)c1c(N)n(Cc2cccs2)c2nc3ccccc3nc12 | / | 11.3 | -9.9 | -3.3 | -23.5 | -14.1 | / | /

(next part)
SMILES | CFTR F508del cor | miR-122 sensor | PglD DTNB | Cneo AK release | C2C12 statin | PGC1a acetyl inh | FN deposit inh | INS-1E GSIS act
O=c1c2ccccc2nc(-c2ccco2)n1-c1ccc(Br)cc1 | 0.0 | -5.2 | -2.7 | 2.1 | / | -6.9 | 3.4 | 25.2
Cn1c(N2CCNCC2)nc2ccccc21 | -1.7 | 2.3 | -3.8 | -3.2 | -31.4 | -2.0 | / | -20.6
O=C(C1CC1)N1C[C@@H]2N[C@H](C1)[C@@H]2c1ccc(-c2ccncc2)cc1 | -3.8 | / | / | / | / | -15.1 | 10.8 | 5.2
FC(F)(F)c1ccccc1N1CC1c1ccncc1 (centres undefined) | -3.8 | -0.4 | 6.6 | -0.9 | 15.5 | / | 6.0 | 6.9
O=c1[nH]c(=O)n(-c2ccc(Cl)cc2)c(O)c1C=NCCN1CCCCC1 | 0.0 | 5.4 | / | / | 1.8 | -21.0 | -7.5 | 1.5
O=c1[nH]c2ccccc2n1C1CCN(C(c2cccs2)c2nnnn2Cc2ccccc2)CC1 (centres undefined) | 4.8 | 2.2 | 0.5 | 0.1 | 6.7 | 4.3 | 14.2 | -27.7
COC(=O)C1=C(c2ccc(Cl)c(C(F)(F)F)c2)C[C@@H]2CC[C@H]1N2C(=O)NCCOc1ccccc1Cl | / | -6.7 | 4.8 | -1.7 | -9.3 | -3.3 | / | /
Cc1cc(O)c2c(C)c(CC(=O)N3C[C@H]4C[C@@H](C3)c3cccc(=O)n3C4)c(=O)oc2c1 | -0.6 | 6.0 | -3.4 | -1.5 | 1.5 | 14.1 | / | -0.4
